Pf growth 48h – inhibits P. falciparum growth in the first generation, 48 h | P. falciparum luciferase growth in erythrocytes, 48 h | Potency, µM (doses to about 28.7 µM), for the others: top-dose activity change, negative = inhibition, actives largely listed as inhibitors | actives 5.9% (n = 310,000); further: potency means the concentration at half of the fitted maximal effect; on the % scale 0 is the no-effect control and ±100 the full control effect
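Read-out is firefly luciferase luminescence from an integrated reporter in P. falciparum, so falling signal marks reduced parasite growth. Infected erythrocytes were at 2% hematocrit and 0.1% parasitemia (final) in Albumax-supplemented RPMI 1640.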
Pf growth 96h – P. falciparum growth inhibition at 96 hours | P. falciparum luciferase reporter growth, 96 h | Potency, µM (doses to about 28.7 µM), for inactives: top-dose activity change, negative = inhibition, actives largely listed as inhibitors | actives 6.9% (n = 320,000) | AID 504834; further: potency means the concentration at half of the fitted maximal effect; on the % scale 0 is the no-effect control and ±100 the full control effect
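Two-generation exposure (96 h) targets delayed-death phenotype. Reporter parasites carrying integrated firefly luciferase, in red cells at 2% hematocrit and 0.05% parasitemia final, kept at 37 C, 5% CO2; luminescence loss indicates inhibition.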
TbPYK inhibitor – blocks Trypanosoma brucei pyruvate kinase | TbPYK enzyme, Kinase-Glo Plus ATP luminescence, 45 min | Potency, µM (highest dose often 76.8 µM), for inactives: at the top dose activity, negative = inhibition, most hits filed as inhibitors | actives 0.12% (n = 410,000) | AID 624173; further: potency means the concentration at half of the fitted maximal effect; on the % scale 0 is the no-effect control and ±100 the full control effect; nearly all actives have a fitted effect of over 50% in size
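Assay buffer: 50 mM TEA pH 7.2, 100 mM KCl, 10 mM MgCl2, 0.05% BSA, 0.01% Tween-20. Pyruvate kinase from T. brucei plus substrate met compound, then ADP (130 uM final). Luminescence was read post 45 min RT.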
LmPK inh – inhibitors of Leishmania mexicana pyruvate kinase; purified LmPK, Kinase-Glo ATP luminescence, 1 h; Potency, µM (highest dose often 57.5 µM), for inactives: at the highest dose activity change, negative = inhibition, most hits filed as inhibitors; actives 0.37% (n = 290,000); further: potency means the concentration at half of the fitted maximal effect; on the % scale 0 is the no-effect control and ±100 the full control effect
Target sequence (Q27686 whole entry, looked up): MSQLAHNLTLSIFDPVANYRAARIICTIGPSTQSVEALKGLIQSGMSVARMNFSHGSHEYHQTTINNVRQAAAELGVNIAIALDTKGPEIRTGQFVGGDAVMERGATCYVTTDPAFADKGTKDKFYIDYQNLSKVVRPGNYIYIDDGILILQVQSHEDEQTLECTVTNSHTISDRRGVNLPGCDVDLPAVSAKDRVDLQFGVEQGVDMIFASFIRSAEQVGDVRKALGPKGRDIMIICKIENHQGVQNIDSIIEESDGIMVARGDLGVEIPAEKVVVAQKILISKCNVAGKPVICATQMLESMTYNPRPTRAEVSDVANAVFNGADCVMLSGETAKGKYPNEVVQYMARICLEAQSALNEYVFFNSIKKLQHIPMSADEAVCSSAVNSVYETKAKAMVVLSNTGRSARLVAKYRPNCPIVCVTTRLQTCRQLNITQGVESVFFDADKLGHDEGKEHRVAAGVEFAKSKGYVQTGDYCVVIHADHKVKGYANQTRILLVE
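Kinase-Glo luminescence read after 1 h RT reaction of 0.1 nM LmPK with 0.5 mM PEP and 0.1 mM ADP. Activity scaled between uninhibited and enzyme-free controls.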
HCV inhibitor – blocks hepatitis C virus; Huh7.5.1 HCVcc-Cre infection, luciferase reporter, 44 h; Potency, µM (highest dose often 41.8 µM), for the others: top-dose activity change, negative = inhibition, actives largely listed as inhibitors; actives 3.4% (n = 340,000); further: potency means the concentration at half of the fitted maximal effect; on the % scale 0 is the no-effect control and ±100 the full control effect
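A cell-based infection assay in which seeded cells (1,000 per well) receive test compound after 4 h, are inoculated with HCVcc-Cre at approximately 0.5 moi, and are incubated 44 h before luminescence detection.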
Cycloheximide cs – affects cycloheximide protein synthesis inhibition readout, counter-screen; cell reporter, cycloheximide protein synthesis inhibition counterscreen; max response, %; actives 12% (n = 300,000); AID 2314; in the data active means max response mostly above about 13%, no sharp cut-off; inactive means mostly below about 14%; further: read at 38.3 µM for the half of the compounds with a filed dose; 0% is about no effect
Shiga toxin inh – inhibitors of Shiga toxin in Vero cells. AID 2315. actives 9.2% (n = 290,000). Vero cells, Shiga toxin protein synthesis inhibition reporter. inhibition, % at 38.7 µM; in the data active means inhibition mostly above about 28%, no sharp cut-off; inactive means mostly below about 43%; further: 0% is about no effect
The depositor's hits bear a star; ? = inconclusive; . = no result given; [ ] = dose if it differs, or a comment. Unless noted, the call rests on the fitted dose curve; in most records, active means well fitted curve in the direction sought with a large enough effect; inconclusive means small, poorly fitted or top-dose-only effect, or another doubt; inactive means no such curve, though single readings can be large; an effect the other way counts as inactive or inconclusive. Compounds as they come; about 24% have a hit in one of these screens.

The line under a structure holds: Pf growth 48h, Pf growth 96h, TbPYK inhibitor, LmPK inh, HCV inhibitor, Cycloheximide cs, Shiga toxin inh
Cc1ccccc1CC1(CO)CCCN(C(=O)CCC(F)(F)F)C1 (stereo unspecified)
 : 97%[activator], 0%, -4%, 7%, 7%, 1, 1
CC(=O)c1sc(NC(=O)C2CCN(C(=O)c3ccc(F)cc3)CC2)nc1-c1ccccc1
 : ?, ?, -3%, ., ?, ., .
COc1ccc(N(CC(=O)NC(C)(C)C)S(=O)(=O)c2ccccc2)cc1OC
 : ., ?, -11%, 4%, 9%, -3, -4
COc1cccc(/C=N/NC(=S)NC2CC3CCC2C3)c1OC (stereo unspecified)
 : 6.6µM*, 4.7µM*, -2%, -1%, -20%, -1, -5
CC(=O)Nc1ccc2nc3c(=O)n(C)c(=O)n(C)c3nc2c1
 : -2%, -15%, -9%, 4%, 14%, 2, -3
O=S(=O)(O)CCCS(=O)(=O)O
 : -9%, 5%, 0%, ., ., ., .
COC(=O)c1sccc1NC(=O)c1csc2c1CCCC2
 : -15%, ., -8%, -12%, -19%, 11, 93
CCc1nnc(NC(=O)c2ccc(COc3ccccc3)o2)s1
 : 20%, ., -4%, 6%, 2%, 1, 34
COc1cc(-n2c(-c3ccccc3)n[nH]c2=S)c(OC)cc1Cl
 : -6%, 33%[activator], 3.5µM*, -9%, 2%, 1, 14
O=C(CSCc1ccccc1)Nc1ccc(F)cc1F
 : 17%, 18%, -1%, 2%, -1%, 21*, 49*
Cc1ccc(C(=O)CN(C(=O)c2ccc(Cl)c(Cl)c2)N2C(=O)C3CCCCC3C2=O)cc1 (stereo unspecified)
 : ., -5%, 6%, 6%, -4%, -1, -3
Nc1nonc1-n1nnc(C(=O)N/N=C/c2ccc(OCc3ccccc3)cc2)c1COc1ccc(F)cc1
 : ?, ?, -4%, 1%, ?, 8, 11
NC[C@@]12CCCC1C1CCC2C1 (stereo partly specified)
 : 5%, -28%, ., 4%, ., -4, -18
Cc1cc(C(=O)COC(=O)Cc2n[nH]c(=O)c3ccccc23)c(C)n1-c1cccc(C(F)(F)F)c1
 : 9.3µM*, 2.9µM*, -2%, -4%, ?, -2, -11
COc1ccc(CNCC(O)COCc2cccs2)cc1 (stereo unspecified)
 : ., ?, -16%, 2%, 9%, -3, -19
C=CCn1c(N)c(C(=O)NCc2ccco2)sc1=S
 : -5%, ., -17%, 3%, 7%, -2, -8
Cc1nn(Cc2c(Cl)cccc2Cl)c(C)c1NC(=O)Cn1nc([N+](=O)[O-])c(Cl)c1C
 : -13%, ?, -5%, -6%, ?, -5, -6
CCOC(=O)c1c(NC(=O)c2cc3n(n2)C(C(F)(F)F)CC(c2ccccc2)N3)sc(C)c1C (stereo unspecified)
 : -18%, 0%, -4%, -2%, -13%, 8, -12
Cc1ccc2c(c1)C1(C(=O)N2C)N2CC3(C)CN1CC(C)(C2)C3=O (stereo unspecified)
 : ., 39%[activator], 5%, 12%, 19%, -3, 20
Cc1ccc(-n2ccnc2SCC(=O)c2c(N)n(C3CC3)c(=O)[nH]c2=O)cc1C
 : ?, ?, -8%, ., 2%, ., .
N#CC1(NC(=O)COC(=O)c2ccc(Cl)nc2)CCCCC1
 : -1%, 3%, -2%, ., 14%, ., .
CCCc1cc(=O)oc2cc(C)cc(OCC(=O)NCc3cccnc3)c12
 : ?, 10%, 4%, -2%, ?, -3, -5
O=[N+]([O-])c1cccc(-c2noc(-c3ccco3)n2)c1
 : 102%[activator], ., 1%, -8%, -29%, 28*, 63*
CCOc1ccccc1Oc1cn[nH]c1-c1ccc(O)cc1O
 : 8.3µM*, 9.3µM*, -4%, 4%, ?, -5, -14
COCCN1CCn2c(nc3cc(NC(=O)c4cccs4)ccc32)C1
 : 23%, ., -5%, 2%, -12%, 23, 47
O=C(NC1CC1)c1ccc(CSCc2cccc(F)c2)o1
 : ., -9%, -4%, 2%, ?, 11*, 35
CCC(CC)C(=O)Nc1cccc(/C(C)=N\NC(=O)c2ccc(C)s2)c1
 : -22%, 7%, -5%, 5%, ?, 14*, 14
CCN(CC)C(=O)c1n[nH]c(=O)c2ccccc12
 : 10%, ., 1%, -9%, -4%, -4, -12
Cc1ccc(C(=O)N2CCNC(=O)C2CC(=O)Nc2ccccc2)cc1 (stereo unspecified)
 : 0%, 47%[activator], -4%, -4%, 16%, -2, -7
CC(C)(C)C(=O)Nc1cc2nn(-c3ccccc3)nc2cc1Cl
 : ., 5%, 1%, ?, 13%, 47*, 86*
COc1ccc(S(=O)(=O)N2CCOCC2)cc1NC(=O)c1sccc1C
 : ?, ?, 1%, ., -11%, ., .
Cc1cc(-c2nsc(=O)o2)c(S(C)(=O)=O)s1
 : 3%, 136%[activator], ., 4%, -9%, -1, -4
Cc1cc(C(=O)COC(=O)CC2Sc3ccccc3NC2=O)c(C)n1-c1cccc(C(F)(F)F)c1 (stereo unspecified)
 : ?, -4%, -3%, 3%, ?, 11, 23
Cc1ccc2cc3cc(C(=O)NC4CC4)oc3nc2c1
 : -5%, ?, -11%, 1%, -10%, 26*, 30
COc1cc([N+](=O)[O-])cc(/C=C2/SC(=S)N(Cc3ccccc3)C2=O)c1O
 : 10µM*, 9%, -20%, -20%, -28%, 0, -4
O=C(CN(C(=O)c1nsc(Cl)c1Cl)c1ccc(F)cc1)NC1CCCC1
 : 10%, ?, -1%, 0%, 6%, 3, -4
Cc1ccc(C)c(NC(=O)CN(C)C(=O)c2oc3c(Cl)cccc3c2C)c1
 : 4.1µM*, 2.9µM*, -1%, ., ?, ., .
O=C(CCN1CCN(c2ccccc2)CC1)Nc1ccc2c(c1)OCO2
 : ?, 16%, 2%, 4%, 4%, -1, 1
COc1ccc2ccccc2c1CN1CCN(C(=O)c2ccco2)CC1
 : 6.6µM*, 11%, 0%, 7%, ?, -3, -11
CCCn1c(NCc2cccs2)nc2ccccc21
 : -3%, ?, -5%, 0%, 6%, -3, 6
O=S1(=O)CCN(Cc2ccccc2Cl)CC1
 : 9%, 3%, -13%, 2%, 1%, -2, -16
Cc1ccc(C)c(OCc2nnc(NC(=O)c3ccc4c(c3)OCO4)s2)c1
 : -6%, 37%[activator], -3%, 5%, 4%, 1, 3
CCOc1ccccc1CN1CCNC(=O)C1CC(=O)NCc1nccn1CC (stereo unspecified)
 : -21%, 1%, -10%, 1%, -14%, 6, -9
CCOC(=O)N1CCN(C(=O)CNS(=O)(=O)c2cccs2)CC1
 : 49%[activator], 51%[activator], 7%, 0%, 22%, -2, -13
C/C(=N\NC(=O)CN1CCN(S(=O)(=O)c2ccc(C)cc2)CC1)c1ccc(O)cc1
 : -15%, 1%, 3%, -1%, -4%, 0, 9
CC(=O)c1ccccc1OCCOCCOCCOc1ccccc1C(C)=O
 : -5%, ?, -3%, 11%, ?, -1, -10
CC(C)(C)NC(=S)NNC(=O)c1ccc2ncccc2c1
 : 44%[activator], -56%, -19%, -1%, -5%, 21*, 47*
COc1cccc(CNC(=O)Cn2cc3c(n2)CCCC3)c1
 : 13%, -17%, -3%, -3%, 7%, -1, -9
CCOc1ccc(N2CCCCn3c2nc2c3c(=O)[nH]c(=O)n2C)cc1
 : 12%, ?, ., 0%, ., -2, -5
CC(Sc1nc(-c2ccccc2)cc(C(F)(F)F)n1)C(=O)O (stereo unspecified)
 : 14%, -7%, -4%, 2%, 14%, 0, -15

(listing goes on)
The line under a structure holds: Pf growth 48h, Pf growth 96h, TbPYK inhibitor, LmPK inh, HCV inhibitor, Cycloheximide cs, Shiga toxin inh
CC(=O)NC(CC(=O)N(Cc1ccccc1)c1cccc(C)c1)c1ccccc1 (stereo unspecified)
 : ?, ?, -1%, -5%, 18%, 1, 8
CC1(C)Cc2c(ccc3ccccc23)C(=O)N1
 : ?, ?, 5%, 5%, -23%, 11*, 16
CCOC(=O)C1CCCN(S(=O)(=O)c2c(C(=O)N3CCCCC3)c(C)n(C)c2C)C1 (stereo unspecified)
 : 12%, 23%, 4%, 10%, 10%, -2, -9
C=CCn1cccc(C(=O)Nc2cc(OC)cc(OC)c2)c1=O
 : 24%, -1%, -5%, -1%, -29%, 26*, 20
Nc1c(-c2ccccc2)cnc2cc(-c3ccccc3)nn12
 : 474%[activator], ?, -8%, 10%, -8%, 24*, 36*
CC1=Nc2ccccc2N=C(NC(=O)c2ccccc2)C1c1ccccc1 (stereo unspecified)
 : 4.1µM*, ?, -11%, -7%, ?, 18, 35
C=CCN(C(=O)C1CSC2(C)CCC(=O)N12)c1nc(-c2ccccc2)cs1 (stereo unspecified)
 : 12µM*, ?, -1%, ., ?, ., .
Cc1c(C)c2ccc(OCC(=O)Nc3ccccc3C(N)=O)cc2oc1=O
 : 50%[activator], 158%[activator], 4%, -11%, 11%, 1, 8
COC(=O)c1cccc(COC(=O)c2cccnc2SC)c1
 : 33%[activator], ., 2%, 6%, ?, 21*, 38
CCOC(=O)c1cnc2c(ccc3ccccc32)c1N
 : 92%[activator], 139%[activator], -4%, 1%, -1%, 34*, .
Cc1ccc(C(=O)Nn2cnnc2)cc1
 : 11%, 29%, -6%, 8%, 8%, -5, -8
COc1ccc(OC)c(S(=O)(=O)N2CCN(c3c(C)cccc3C)CC2)c1
 : ?, 4.7µM*, -5%, 1%, -6%, -2, -1

Compound activity deposited in PubChem by National Center for Advancing Translational Sciences (NCATS).
